Screens from PubChem BioAssay.
VLA-4 inh: inhibition in a human VLA-4 binding assay | P13612 | VLA-4 expressing cells, ligand binding flow cytometry | inhibition, % (about 7 µM as worked out from the volumes in the protocol) | 330,000 tested, 0.2% active | AID 2557; in the data active = inhibition above about 50%
GRK2 aptamer HTS: blocks RNA aptamer binding to human GRK2. P25098. bead flow cytometry, FAM-aptamer displacement from GRK2. inhibition of aptamer binding, % at 10 µM. 330,000 tested, 0.59% active. AID 488847;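 active = inhibition of aptamer binding above 40%, roughly 3 SD of noise, on plates passing a quality check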;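 note: median bead fluorescence of bound FAM aptamer so fluorescent compounds give negative values; no value below 0 was filed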
Target sequence (P25098 whole entry, looked up): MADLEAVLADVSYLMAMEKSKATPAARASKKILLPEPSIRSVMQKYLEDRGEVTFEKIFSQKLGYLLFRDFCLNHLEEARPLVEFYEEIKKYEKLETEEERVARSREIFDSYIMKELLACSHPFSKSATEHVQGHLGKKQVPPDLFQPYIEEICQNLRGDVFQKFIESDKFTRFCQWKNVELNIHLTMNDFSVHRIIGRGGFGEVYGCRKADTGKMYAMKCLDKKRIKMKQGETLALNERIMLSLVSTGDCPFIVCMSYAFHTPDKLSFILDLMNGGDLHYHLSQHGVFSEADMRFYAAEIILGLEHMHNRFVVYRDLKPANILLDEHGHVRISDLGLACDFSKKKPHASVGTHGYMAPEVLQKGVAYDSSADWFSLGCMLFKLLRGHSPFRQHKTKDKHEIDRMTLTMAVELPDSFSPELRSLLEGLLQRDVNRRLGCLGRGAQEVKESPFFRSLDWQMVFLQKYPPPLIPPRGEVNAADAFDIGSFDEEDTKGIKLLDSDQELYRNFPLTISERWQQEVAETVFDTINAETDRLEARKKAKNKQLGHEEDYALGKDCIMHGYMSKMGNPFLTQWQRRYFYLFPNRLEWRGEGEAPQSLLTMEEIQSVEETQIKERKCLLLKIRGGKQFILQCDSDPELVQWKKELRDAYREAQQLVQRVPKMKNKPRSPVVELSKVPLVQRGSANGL
LAP4-GFP MLPCN: modulators of TOR pathway LAP4-GFP in S. cerevisiae | 320,000 tested, 0.34% active | S. cerevisiae LAP4-GFP multiplex, flow cytometry GFP, 3 h; median GFP as percent of DMSO wells | GFP response vs DMSO, % at 10 µM;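 active = GFP response vs DMSO above a set limit, about the screen mean plus 3 SD, cut at about 150% in these data; inconclusive = under 70 cell events counted for the yeast strain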
MEP2 TOR yeast: alters MEP2-GFP fluorescence in TOR pathway yeast screen. S. cerevisiae MEP2-GFP strain, flow cytometry GFP, 3 h; 100% = DMSO control level. GFP response vs DMSO, % at 10 µM. 330,000 tested, 0.51% active;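 active = GFP response versus DMSO above a set limit, roughly screen mean plus 3 SD, cut at about 180% in these data; inconclusive = fewer than 70 cells counted for a yeast strain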;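 note: median GFP fluorescence of the barcode-gated MEP2-GFP cells per well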
CR mimetic SO: lowers age-related superoxide in aged yeast cells | S. cerevisiae aged cells, superoxide DHE fluorescence; active compounds read low | superoxide response (% of plate mean), % at 10 µM | 330,000 tested, 0.18% active;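 active = superoxide response under a set limit, about three screen SD below normal, cut at about 65% in these data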;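 note: yeast aged for seven days with compound at 30 °C before DHE staining; 100% = average MFI of all compound-treated wells on the plate with controls excluded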
CIT2 TOR yeast: modulators of TOR pathway CIT2-GFP in S. cerevisiae; S. cerevisiae CIT2-GFP strain, flow cytometry, 3 h; 100 means same as DMSO wells; GFP response vs DMSO, % at 10 µM; 320,000 tested, 0.065% active; AID 2029;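 active = GFP response relative to DMSO above a set limit, near the screen mean plus 3 SD, cut at about 150% in these data; inconclusive = Fewer than 70 cells measured for a yeast strain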;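 note: ratio of well median GFP fluorescence to mean of DMSO wells on the plate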
AGP1 TOR yeast: modulators of TOR pathway AGP1-GFP in S. cerevisiae; S. cerevisiae AGP1-GFP multiplex flow cytometry, 3 h; GFP as percent of DMSO wells; GFP response vs DMSO, % at 10 µM; 320,000 tested, 0.02% active;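 active = GFP response relative to DMSO above a set limit, near screen average plus 3 SD, cut at about 150% in these data; inconclusive = fewer than 70 cells counted for the yeast strain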;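 note: median GFP channel fluorescence of the gated AGP1 strain per well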
RPL19A TOR yeast: modulators of TOR pathway RPL19A-GFP in S. cerevisiae; S. cerevisiae RPL19A-GFP strain, flow cytometry, 3 h; active compounds read low; percent response vs DMSO, % at 10 µM; 330,000 tested, 0.3% active;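 active = percent response vs DMSO below 50%; inconclusive = fewer than 70 events counted for the yeast strain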;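 note: median channel GFP fluorescence of the barcoded RPL19A-GFP strain; ratio of sample median GFP to plate DMSO average so 100% = DMSO; lower means less RPL19A-GFP as with rapamycin TOR inhibition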
* = called active by the depositor; ? = inconclusive; . = no result given. Outcome played no part in choosing rows. About 1.7% of those tested had a hit in this group.

SMILES	VLA-4 inh	GRK2 aptamer HTS	LAP4-GFP MLPCN	MEP2 TOR yeast	CR mimetic SO	CIT2 TOR yeast	AGP1 TOR yeast	RPL19A TOR yeast
Cc1ccc(S(=O)(=O)c2c(C)nn(-c3ccccc3)c2OC(=O)c2ccc(Br)o2)cc1	7	3	104	110	111	99	98	95
CC1CCN(C(=O)c2cc(F)c(F)cc2Cl)CC1	7	0	106	98	89	88	98	97
CCOc1ccc(NC(=O)c2c3c(nc4ccccc24)CCC3)cc1	30	0	113	111	101	118	118	116
CCNC(=O)NC(=O)COC(=O)CNC(=O)COc1ccccc1	14	0	122	139	99	107	108	107
Cc1ccc(C)c(OCC(=O)Nc2ccc(S(=O)(=O)Nc3ccccn3)cc2)c1C	-4	1	87	88	89	95	96	101
Cc1ccc(C)c(NC(=S)NNC(=O)c2ccco2)c1	15	0	99	97	96	94	94	92
COCCN(C(=O)CSc1nnc(C)n1-c1ccc(C)cc1)c1c(N)n(Cc2ccccc2)c(=O)[nH]c1=O	0	2	101	102	99	100	98	97
Nc1nnc(CC(=O)Nc2ccccc2)s1	-5	1	.	100	119	.	.	102
Cc1cc(F)ccc1S(=O)(=O)Nc1ccccc1C(=O)Nc1ccccc1-c1nc2ccccc2[nH]1	6	0	99	107	94	101	102	104
Cc1ccc(-c2c(C(=O)N/N=C/c3ccsc3)nnn2-c2nonc2N)cc1	3	0	86	105	75	102	93	96
COc1cccc(/C=C2\N=C(C3CCCCC3)OC2=O)c1OC	3	0	107	100	95	100	96	100
COc1cc2c(cc1NC(=O)c1cc(-c3ccncc3)nc3ccc(C)cc13)oc1ccccc12	2	3	102	105	121	115	98	.
Oc1ccccc1CNCC12CC3CC(CC(C3)C1)C2	-52	0	98	105	103	107	103	102
Cn1c2ccccc2c2nnc(SCc3nnc(-c4ccccc4)o3)nc21	9	0	97	97	83	98	103	102
Cn1c(=O)oc2cc(S(=O)(=O)NCCC(=O)NCCc3ccccc3)ccc21	-4	1	106	95	90	107	109	104
O=C(Nc1ccccn1)c1cccc(S(=O)(=O)N2CCCC2)c1	19	2	109	104	103	111	110	106
Cc1c(Cl)cccc1NC(=S)NN1CCOCC1	21	0	137	101	101	73	91	91
Nc1nc(N)nc(-c2cccc(Cl)c2)n1	21	3	92	91	102	97	84	93
CS(=O)(=O)N1CCc2cc(C(=O)N3CCCC3)ccc21	-7	2	111	98	88	92	93	95
O=C(NCc1ccco1)C1CCN(c2ccc(N3CCOCC3)nn2)CC1	34	4	105	106	97	100	99	99
Cc1ccc(C2(c3noc(CN4CCOCC4)n3)CCCC2)cc1	9	19	103	99	99	92	101	96
CCOC(=O)c1c(N)sc(N)c1C(=O)OCC	19	0	87	103	96	96	91	99
CCN(CC(=O)NCc1ccc(Cl)cc1)C(=O)CCOc1ccccc1C	2	0	100	99	107	81	101	92
CCOCCc1c(O)nc(SCCOc2ccc(C)c(C)c2)[nH]c1=O	2	1	102	99	95	99	106	102
CCC1(c2ccccc2)NC(=O)N(CC(=O)Nc2ccccc2C(=O)NC2CCCC2)C1=O (stereo unspecified)	4	1	89	91	101	91	89	83
Next section.
SMILES	VLA-4 inh	GRK2 aptamer HTS	LAP4-GFP MLPCN	MEP2 TOR yeast	CR mimetic SO	CIT2 TOR yeast	AGP1 TOR yeast	RPL19A TOR yeast
CCOC(=O)c1cnn(-c2cc(Oc3ccccc3)ncn2)c1N	15	0	105	103	112	95	97	97
NC(=O)C(NC(=O)OCc1ccccc1)c1ccccc1 (stereo unspecified)	-1	4	107	101	88	93	100	111
CCCCn1nc(C(=O)Oc2ccc3c(C)cc(=O)oc3c2)c2ccccc2c1=O	19	0	100	104	111	76	95	102
Cc1nn(Cc2cccc(F)c2)c(C)c1NC(=O)c1ccc(COc2ccccc2Cl)cc1	14	0	106	103	92	102	107	100
CC(=O)c1cnn(-c2ccccc2)c1C	-24	0	94	94	97	91	96	89
COc1ccc(CSCC(=O)NCCC(C)C)cc1	9	0	100	109	100	94	124	108
COc1ccccc1N1CCN(C(=O)C2c3ccccc3Oc3ccccc32)CC1	16	1	96	103	94	90	95	96
O=C(COC(=O)c1ccccc1F)c1ccc(-n2nncc2-c2ccco2)cc1	5	6	101	99	92	99	102	100
COc1ccc(OC)c(-c2cc(C(=O)NCCCn3ccnc3)no2)c1	1	1	97	104	102	94	94	95
COc1cc(C(=O)NCc2ncccc2C)ccc1OC1CCN(C(C)=O)CC1	24	0	79	88	98	.	97	105
CCOc1ccc2c(c1)C(c1ccccc1)=NNC(c1ccccc1)=N2	-1	0	93	98	96	100	100	100
COCCN(C(=O)CN1CCCc2ccccc21)c1c(N)n(Cc2ccccc2)c(=O)[nH]c1=O	-2	0	97	101	96	98	98	97
COc1ccc(OCc2cc(C(=O)NC(C)Cc3ccccn3)no2)c(Cl)c1 (stereo unspecified)	5	0	96	95	91	91	89	94
CC(C)(C)c1ccc(OCc2cnc(Cl)s2)cc1	-2	0	92	107	77	100	105	106
Cc1nn(-c2ccccc2)cc1/C=N/O	10	1	103	87	97	78	88	89
Cn1c(CCNC(=O)c2ccccc2F)nnc1SCC(=O)Nc1ccccc1F	-13	0	92	101	107	99	99	98
COc1ccccc1C(=O)NNC(=O)c1ccc(NC(=O)c2ccccc2)cc1	5	4	95	98	106	104	99	102
CCOc1ccc(N(CC(=O)NCc2ccco2)C(=O)CCC(=O)Nc2nccs2)cc1	5	2	92	101	99	97	97	101
O=C1CN(c2ccc(F)cc2)C(=S)N1c1ccccc1	4	1	101	108	92	101	98	107
Cc1ccc(N(CC(=O)Nc2cc(C)cc(C)c2)S(=O)(=O)c2c(C)noc2C)cc1	14	2	91	95	118	96	99	98
COCCn1c(COc2cccc(OC)c2)nnc1SCC(=O)N1CCOCC1	2	0	94	93	89	96	97	96
COC(=O)C1C(C(C)C)N(c2ccccc2)OC1(C)O (stereo unspecified)	6	0	100	103	84	102	102	100
O=C(CC12CC3CC(CC(Br)(C3)C1)C2)NC1CCCC1	8	3	96	105	88	104	104	105
COc1ccc(CCNC(=O)C2CCN(C(=O)c3ccc(Cl)cc3)CC2)cc1	7	0	92	102	96	106	101	102
CCOC(=O)CN(C(=O)CNC(=O)c1ccco1)C(C(=O)NC1CCCC1)c1ccccc1OCC (stereo unspecified)	1	2	.	103	121	104	103	102

A draw from above in order of count of non-hydrogen atoms, descending.
SMILES	VLA-4 inh	GRK2 aptamer HTS	LAP4-GFP MLPCN	MEP2 TOR yeast	CR mimetic SO	CIT2 TOR yeast	AGP1 TOR yeast	RPL19A TOR yeast
Cc1nn(Cc2cccc(F)c2)c(C)c1NC(=O)c1ccc(COc2ccccc2Cl)cc1	14	0	106	103	92	102	107	100
Cc1ccc(N(CC(=O)Nc2cc(C)cc(C)c2)S(=O)(=O)c2c(C)noc2C)cc1	14	2	91	95	118	96	99	98
COc1ccc(CSCC(=O)NCCC(C)C)cc1	9	0	100	109	100	94	124	108

Some of the entries so far, as labelled records.
> O=C(CC12CC3CC(CC(Br)(C3)C1)C2)NC1CCCC1
- VLA-4 inh: 8
- GRK2 aptamer HTS: 3
- LAP4-GFP MLPCN: 96
- MEP2 TOR yeast: 105
- CR mimetic SO: 88
- CIT2 TOR yeast: 104
- AGP1 TOR yeast: 104
- RPL19A TOR yeast: 105

> COC(=O)C1C(C(C)C)N(c2ccccc2)OC1(C)O (stereo unspecified)
- VLA-4 inh: 6
- GRK2 aptamer HTS: 0
- LAP4-GFP MLPCN: 100
- MEP2 TOR yeast: 103
- CR mimetic SO: 84
- CIT2 TOR yeast: 102
- AGP1 TOR yeast: 102
- RPL19A TOR yeast: 100

> COc1ccccc1N1CCN(C(=O)C2c3ccccc3Oc3ccccc32)CC1
- VLA-4 inh: 16
- GRK2 aptamer HTS: 1
- LAP4-GFP MLPCN: 96
- MEP2 TOR yeast: 103
- CR mimetic SO: 94
- CIT2 TOR yeast: 90
- AGP1 TOR yeast: 95
- RPL19A TOR yeast: 96

> CCOc1ccc(N(CC(=O)NCc2ccco2)C(=O)CCC(=O)Nc2nccs2)cc1
- VLA-4 inh: 5
- GRK2 aptamer HTS: 2
- LAP4-GFP MLPCN: 92
- MEP2 TOR yeast: 101
- CR mimetic SO: 99
- CIT2 TOR yeast: 97
- AGP1 TOR yeast: 97
- RPL19A TOR yeast: 101

Following part:
SMILES	VLA-4 inh	GRK2 aptamer HTS	LAP4-GFP MLPCN	MEP2 TOR yeast	CR mimetic SO	CIT2 TOR yeast	AGP1 TOR yeast	RPL19A TOR yeast
CCOC(=O)C1CCCCN1Cc1cn(C)nc1-c1ccccc1F (stereo unspecified)	0	0	102	92	94	96	98	94
CCN(C[C@H]1N[C@@](Cc2ccccc2)(C(=O)OC)[C@H]2C(=O)N(Cc3ccccc3)C(=O)[C@@H]12)S(=O)(=O)c1ccc(C(F)(F)F)cc1	-17	0	104	101	83	98	104	104
CC(C)c1nnc(NC(=O)CCC(=O)N2CCC(Cc3ccccc3)CC2)s1	6	1	110	99	104	102	112	96
O=C(CCSc1ccccn1)Nc1ccc(Br)cc1	9	0	104	99	92	98	102	100
CCN(CC(=O)Nc1ccc(NC(C)=O)cc1)CC(=O)Nc1ccc(Cl)c(Cl)c1	-9	0	85	91	91	96	92	91
COC(=O)C(O)(NC(=O)NC(C)=O)C(F)(F)F (stereo unspecified)	34	1	?	105	104	90	97	92
CC(=O)Nc1cccc(C(=O)NC(C)c2ccc(-n3ccnc3)cc2)c1 (stereo unspecified)	12	0	92	100	107	108	101	102
O=C(CCN1C(=O)C2C3C=CC(C3)C2C1=O)N1CCN(c2ccccc2F)CC1 (stereo unspecified)	0	3	95	97	100	103	102	104
Cc1cc(=O)oc(C)c1C(=O)NC1CC(C)(C)NC(C)(C)C1	11	1	98	99	94	96	98	100
CS(=O)(=O)c1sc(C(=O)NC(=O)Nc2cccc(C(F)(F)F)c2)c2c1C=CCC2	11	1	98	97	108	84	93	90
Cc1ccc(C(=O)Nc2ccccc2N2CCCC2)s1	38	0	105	107	81	102	105	100
CCOc1ccc(S(=O)(=O)Nc2nc3ccccc3nc2-n2ccc(=NC(=O)c3ccccc3C)cc2)cc1	-1	2	103	97	100	97	104	95
COc1ccc(Cl)cc1Nc1nc(NCCO)nc(N2CCCCC2)n1	14	2	107	96	97	112	97	107
COC(=O)c1ccc(NC(=O)c2ccc3c(c2)C(=O)N(C)C3=O)cc1	-2	2	100	109	99	105	108	106
COC(=O)c1ccc(C(=O)OC)c(NC(=O)C(C)C)c1	-4	33	103	98	110	96	101	98
CCOC(=O)c1c(NC(=O)CN(C)C)sc(C(=O)N(CC)CC)c1C	3	6	102	105	104	101	98	98
COc1cccc(-c2cccc(NC(=O)C3CCN(Cc4ccc(CO)o4)CC3)c2)c1	-4	26	97	97	89	104	101	103
Cc1ccc(NC(=O)COc2coc(CN3CCc4ccccc4C3)cc2=O)cc1Cl	8	4	102	94	101	88	97	93
